# Bioassay records (PubChem)
# SV40 large T antigen: SV40 large T antigen inhibitors, biochemical (AID 1903) | SV40 large T antigen ATPase/helicase inhibition assay; higher % means a stronger effect | inhibition, % at 20 µM; hits with a dose series show IC50 in µM | actives 0.39% (n = 310,000); in the data active = a potency from the dose series; inconclusive = inhibition mostly from about 32% at the one dose, without a potency; inactive = the rest, 99 in 100 with inhibition below about 32%; also: strong numbers were not always called active
# human PMI inhibition: inhibitors of human PMI, primary screen, biochemical, fluorescence intensity, coupled assay (AID 1209); Mannose-6-phosphate isomerase (Homo sapiens); purified PMI enzyme, coupled fluorescence intensity; higher % means a stronger effect; inhibition, % at 20 µM; hits with a dose series show IC50 in µM; actives 0.42% (n = 190,000);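 also: plate controls were DMSO vehicle for no effect and wells lacking substrate for full effect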
# Ins promoter up: insulin promoter activators in MIN6 cells, imaging, high-content screening, mouse beta cells | MIN6 insulin promoter-GFP reporter; active compounds read high | z-score at 5 µM | actives 0.3% (n = 190,000) | AID 1625, 2009;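 active = z-score above 3 at 5 µM with at least 500 cells counted in the well; inconclusive = wells under 500 cells, flagged as cytotoxic or low count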
# PMI inhibition: human PMI inhibitors, high substrate, primary screen, biochemical, fluorescence intensity, high mannose 6-phosphate (AID 1220); Mannose-6-phosphate isomerase (Homo sapiens); recombinant PMI enzyme, coupled fluorescence intensity; higher % means a stronger effect; one-dose inhibition, % at 20 µM; IC50 in µM for titrated hits; actives 0.66% (n = 190,000)
# West Nile antiviral: West Nile virus antiviral activity, cell-based, CPE readout (AID 1621). West Nile virus-infected cells, CPE inhibition; higher % means a stronger effect. one-dose CPE inhibition, % at 10 µM; IC50 in µM for titrated hits. actives 0.02% (n = 290,000); in the data active = a potency from the dose series; inconclusive = CPE inhibition mostly from about 3.7% at the one dose, without a potency; inactive = the rest, 99 in 100 with CPE inhibition below about 2.2%; also: strong numbers were not always called active
# TNAP activators: human TNAP enzyme activators, primary screen, biochemical, luminescent, no phosphate acceptor, uHTS (AID 1001) | purified TNAP, luminescent activation assay, no phosphate acceptor; higher activation fold means a stronger effect | activation fold at 20 µM; hits with a dose series show EC50 in µM | actives 0.03% (n = 200,000) | Alkaline phosphatase, tissue-nonspecific isozyme (Homo sapiens); in the data active = activation fold from about 3, or a potency from the dose series; inactive = the rest, 99 in 100 with activation fold below about 1.6; also: many of its hits are not listed in these tables
# PhoP inhibition: inhibitors of PhoP regulon expression, primary screen, Salmonella Typhimurium, GFP reporter (AID 1863); inhibition, % at 50 µM, or IC50 in µM where a hit was titrated; S. Typhimurium PhoP-regulated promoter GFP reporter, 4 h; higher % means a stronger effect; actives 0.16% (n = 300,000);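 active = inhibition over 29.93%, a cutoff 3 SD above the screen mean, later confirmed by dose response; inconclusive = inhibition over 29.93% but no dose response follow-up; inactive = inhibition at most 29.93% or unconfirmed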;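 also: 0% = low Mg2+ inducing control and 100% = high Mg2+ repressing control; strong numbers were not always called active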
# CSM14.1 death rescue: rescue of cells from ER stress-induced death, primary screen, 384-well, CSM14.1, thapsigargin, ATP luminescence (AID 1222) | 190,000 tested, under 10 active | CSM14.1 thapsigargin-induced death rescue, ATP luminescence; higher % means a stronger effect | one-dose cellular ATP content (survival), % at 20 µM; EC50 in µM for titrated hits;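 active = EC50 below 50 µM in the dose-response confirmation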;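 also: death triggered by thapsigargin at about 15 µM added after 2 h compound pretreatment; cell ATP read after overnight thapsigargin exposure of roughly 18 to 22 hours; normalized against plate controls of thapsigargin alone and 5% DMSO vehicle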
# RSV CPE inhibition: RSV antiviral activity via CPE protection, HEp-2 cells, primary 10 µM value included (AID 2391); one-dose CPE inhibition, % at 10 µM; IC50 in µM for titrated hits; HEp-2 cells, RSV-induced CPE inhibition; higher % means a stronger effect; actives 0.13% (n = 310,000); in the data active = a potency from the dose series; inconclusive = CPE inhibition mostly from about 23% at the one dose, without a potency; inactive = the rest, 99 in 100 with CPE inhibition below about 21%; also: strong numbers were not always called active
# Ins promoter up cell count: second read-out of Ins promoter up, no call of its own (marks repeat the call); cell count; measured here: cytotoxicity, nuclei count;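 total cells summed across four imaged fields per well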
# Numbers without * were called inactive; ? = inconclusive; . = no result given. Rule as the data show it, unless noted: active = inhibition above about 50%; inactive = the rest.
SMILES,SV40 large T antigen,human PMI inhibition,Ins promoter up,Ins promoter up cell count,PMI inhibition,West Nile antiviral,TNAP activators,PhoP inhibition,CSM14.1 death rescue,RSV CPE inhibition
COc1ccccc1N(CC(=O)NCCSc1ccccc1)S(=O)(=O)c1ccccc1,5%,.,.,.,.,1.2%,.,4%,.,12%
COC(=O)c1scc(C)c1N/N=C(\C)c1ccc(F)cc1,19%,-2%,0.13,831,-4%,-0.3%,1.1,-7%,-4.9%,5.0%
O=C(Nc1cc(Cl)cc(Cl)c1)C(NCC1CCCO1)c1ccccc1 (centres undefined),14%,18%,-1,1395,12%,-0.4%,1.1,-7%,-0.6%,7.3%
CS(=O)(=O)N1N=C(c2cccs2)CC1c1ccc(F)cc1 (centres undefined),13%,.,0.5,1069,.,-0.2%,.,-16%,.,-1.8%
Cc1ccc(-n2nc3c(=O)n(C(C)C(=O)NCc4ccc5c(c4)OCO5)nc(C)c3c2C)cc1 (centres undefined),16%,.,.,.,.,0.0%,.,4%,.,0.4%
Cc1cc(Nc2ccc3c(c2)OCCO3)c2ccccc2n1,8%,-4%,-0.19,987,5%,-0.8%,1,19%,-0.2%,4.6%
Cc1nc2ccc(NC(=O)c3ccc(S(=O)(=O)N4CCOCC4)cc3)cc2s1,-2%,2%,2.2,747,-2%,.,1.1,-3%,-2.8%,0.3%
Cc1nnc(NS(=O)(=O)c2ccc(Br)cc2)s1,7%,.,.,.,.,0.9%,.,-1%,.,1.0%
Cc1ccc(N2CCCn3c2cc(C)c(C#N)c3=O)cc1Cl,1%,3%,.,.,22%,-0.5%,1,8%,-1.6%,-0.9%
Cc1ccc2cc(C=C(C#N)C#N)c(N3CCCCC3)nc2c1,-1%,3%,0.29,1520,11%,-0.8%,1.1,-23%,-0.8%,0.7%
Cc1[nH]c2ccc(Br)cc2c(=S)c1C/C=C/Cl,8%,.,-0.48,1020,.,0.0%,.,-5%,.,3.4%
CC1=C(C(=O)Nc2cc(C(=O)N3CCN(c4cccc(C)c4C)CC3)ccc2C)SCCO1,9%,.,.,.,.,0.6%,.,8%,.,?
CC(C)(C)c1ccc(CSc2nnc(-c3ccccn3)n2Cc2ccco2)cc1,10%,3%,.,.,-3%,.,1,4%,7.4%,4.5%
COC(=O)c1sccc1N/N=C/c1ccc(OC)c(OC)c1OC,3%,31%,0.17,1254,19%,-1.6%,1.2,5%,-3.8%,0.0%
Cc1cccc(N2CCN(S(=O)(=O)c3ccc4c(c3)n(C)c(=O)c(=O)n4C)CC2C)c1 (centres undefined),5%,-7%,0.4,1644,-7%,-0.3%,1.1,3%,0.4%,-1.0%
CC(C)N1C(=O)CCC1C(=O)N1CCC(Cc2ccccc2)CC1 (centres undefined),-24%,-4%,0.43,1279,0%,.,1.1,-1%,-3.9%,0.2%
O=C(Cc1ccc(F)cc1)Nc1c2c(nn1-c1cccc(Cl)c1)CS(=O)C2 (centres undefined),3%,-8%,0.8,1530,-3%,0.7%,1.1,-10%,-1.4%,0.3%
CCOC(=O)c1ccc(N=C2SC(C(=O)NCCc3ccccc3)CC(=O)N2C)cc1 (centres undefined),12%,11%,0.18,1628,8%,-0.4%,1.1,-8%,-1.4%,-0.3%
Cc1cc(=O)[nH]c(Nc2c(C)n(C)n(-c3ccccc3)c2=O)n1,0%,4%,-0.05,1251,-1%,-0.1%,1.1,8%,.,0.9%
CCCCN(C)C(=O)c1cc2cc([N+](=O)[O-])cc(OC)c2oc1=O,14%,6%,0.5,1115,11%,0.8%,0.8,1%,0.1%,0.4%

# 4 compounds from above, showing only SV40 large T antigen and human PMI inhibition:
mol,SV40 large T antigen,human PMI inhibition
CC(C)N1C(=O)CCC1C(=O)N1CCC(Cc2ccccc2)CC1 (centres undefined),-24%,-4%
O=C(Cc1ccc(F)cc1)Nc1c2c(nn1-c1cccc(Cl)c1)CS(=O)C2 (centres undefined),3%,-8%
CCOC(=O)c1ccc(N=C2SC(C(=O)NCCc3ccccc3)CC(=O)N2C)cc1 (centres undefined),12%,11%
Cc1cc(=O)[nH]c(Nc2c(C)n(C)n(-c3ccccc3)c2=O)n1,0%,4%

# Five compounds picked at random from the list so far, as already listed:
SMILES,SV40 large T antigen,human PMI inhibition,Ins promoter up,Ins promoter up cell count,PMI inhibition,West Nile antiviral,TNAP activators,PhoP inhibition,CSM14.1 death rescue,RSV CPE inhibition
Cc1ccc(N2CCCn3c2cc(C)c(C#N)c3=O)cc1Cl,1%,3%,.,.,22%,-0.5%,1,8%,-1.6%,-0.9%
CC(C)(C)c1ccc(CSc2nnc(-c3ccccn3)n2Cc2ccco2)cc1,10%,3%,.,.,-3%,.,1,4%,7.4%,4.5%
Cc1ccc2cc(C=C(C#N)C#N)c(N3CCCCC3)nc2c1,-1%,3%,0.29,1520,11%,-0.8%,1.1,-23%,-0.8%,0.7%
COC(=O)c1sccc1N/N=C/c1ccc(OC)c(OC)c1OC,3%,31%,0.17,1254,19%,-1.6%,1.2,5%,-3.8%,0.0%
CCCCN(C)C(=O)c1cc2cc([N+](=O)[O-])cc(OC)c2oc1=O,14%,6%,0.5,1115,11%,0.8%,0.8,1%,0.1%,0.4%

# Next results:
SMILES,SV40 large T antigen,human PMI inhibition,Ins promoter up,Ins promoter up cell count,PMI inhibition,West Nile antiviral,TNAP activators,PhoP inhibition,CSM14.1 death rescue,RSV CPE inhibition
Cc1ccc2[nH]c3c(=O)n(CCN4CCOCC4)cnc3c2c1,7%,1%,-0.14,1351,-14%,0.2%,1.1,6%,-2.5%,2.4%
O=C(NNS(=O)(=O)c1ccc(Br)cc1)c1ccccc1-n1cccc1,3%,.,.,.,.,-0.2%,.,2%,.,2.0%
Cc1cc(C(=O)CSc2nc3ccccc3c(=O)n2C)c(C)n1CC1CCCO1 (centres undefined),3%,10%,?,.,7%,2.0%,1.1,3%,-0.2%,.
CCOC(=O)c1cnn2c(C(F)(F)F)cc(-c3cn(C)nc3C)nc12,15%,2%,.,.,-1%,-0.1%,1.1,-7%,-1.5%,-0.9%
CSc1ccc(/C=C/C(=O)c2ccc(NC(=O)Cc3ccccc3)cc2)cc1,4%,15%,-0.19,1626,9%,?,1,-9%,-0.8%,12%
C=CCOC(=O)c1ccc(-n2cnc(C)n2)nc1,1%,-3%,-0.18,1440,-2%,0.0%,1.1,-3%,0.0%,-0.2%
CC(=O)n1cc([C@@H]2C=C(C(=O)O)O[C@H](OCc3ccc(CO)cc3)C2)c2ccccc21,2%,6%,0.11,1336,3%,-0.1%,1.1,-3%,1.4%,1.7%
O=C(NCc1ccc(Cl)cc1Cl)C(=O)N1CCCCC1,-1%,-3%,-0.11,881,-1%,-0.4%,1.2,6%,0.6%,0.9%
CCOC(=O)C1CCCN(C(=O)C2CCCN(S(=O)(=O)c3ccc4c(c3)oc(=O)n4C)C2)C1 (centres undefined),-5%,-3%,?,.,4%,-0.2%,0.8,5%,-0.4%,2.5%
O=C(CSc1nnc(CNc2ccccc2)o1)N1CCCc2ccccc21,5%,-1%,.,.,3%,.,1.1,-1%,0.5%,2.3%
COc1cc2c(c(OC)c1O)C(=O)CO2,10%,.,0.47,975,.,-0.1%,.,-2%,.,2.0%
CCOC(=O)c1ccccc1NC(=S)N1CCC(N2CCCCC2)CC1,0%,-1%,-0.3,1314,2%,-0.9%,1.1,-3%,-1.0%,1.1%
CCCCC(CC)C(=O)NCc1ccc(F)cc1 (centres undefined),-5%,-5%,0.67,1479,-1%,-0.6%,1.1,-4%,9.9%,1.6%
CC(=O)N(/C=C1\SC(=S)N(c2ccccc2)C1=O)c1ccccc1,11%,.,-0.5,1085,.,-0.3%,.,-9%,.,.
N#Cc1c(N)n(-c2ccc(N)cc2)c2nc3ccccc3nc12,7%,.,-0.27,1445,.,0.2%,.,0%,.,0.9%
Cc1cc(C(=O)N/N=C/c2cc(Br)cc([N+](=O)[O-])c2O)c2ccccc2n1,5%,9%,.,.,-29%,-0.6%,0.9,118µM*,0.0%,0.9%
CCOCCn1c(=O)c2c(nc3n2CC(C)CN3Cc2ccccc2)n(C)c1=O (centres undefined),6%,.,.,.,.,-0.2%,.,-4%,.,0.9%
O=C(Nc1ccc2oc(-c3ccccc3)nc2c1)c1ccncc1,16%,1%,-0.06,1071,4%,-0.1%,1.1,3%,0.6%,13%
O=C(NNC(=O)C12CC3CC(CC(C3)C1)C2)c1ccccc1F,-5%,.,.,.,.,0.1%,.,5%,.,1.0%
CN(C)C1=NC[C@H](Cc2ccccc2)N1CC1CCC(C(C)(C)C)CC1 (some centres undefined),9%,.,.,.,.,-1.6%,.,-4%,.,-2.2%
CCC(=O)c1ccc(OC)c(OC)c1O,19%,.,0.2,1080,.,0.9%,.,-1%,.,3.0%
Cc1ccc(N2CC(C(=O)Nc3nnc(SCc4ccccn4)s3)CC2=O)cc1 (centres undefined),10%,.,.,.,.,0.1%,.,1%,.,1.9%
CC1Cc2ccccc2N1C(=O)CN1C(=O)NC(C)(CCc2ccccc2)C1=O (centres undefined),0%,.,.,.,.,-0.8%,.,5%,.,2.5%
CCC(C)[C@H](NC(=O)Nc1ccc(Oc2ccccc2)cc1)C(=O)O (some centres undefined),9%,-1%,0.1,1685,-4%,0.0%,1.1,-15%,-0.5%,1.0%
Clc1ccc(-c2noc(COc3ccccc3)n2)cc1,5%,4%,-0.48,1321,6%,-0.5%,1.1,6%,1.3%,13%
COc1ccc(CCNC(=O)C2C3CCC(C3)C2C(=O)O)cc1OC (centres undefined),5%,.,.,.,.,0.1%,.,9%,.,0.5%
Cc1ccccc1N1CCN(S(=O)(=O)c2cccs2)CC1,-4%,.,.,.,.,-0.1%,.,-2%,.,2.4%
COc1ccc(-c2n[nH]c(=S)n2Cc2ccco2)cc1,17%,8%,0.14,897,-15%,0.2%,0.7,1%,0.9%,0.5%
CCOc1cc2c(cc1/C=C/C(=O)O)OC(C)C2 (centres undefined),6%,.,0.06,975,.,-0.1%,.,.,.,-0.3%
Cc1ccc(S(=O)(=O)N2CCC(=O)N(CCOCc3cccc(C)c3)CC2)cc1,10%,9%,-0.7,1116,10%,-0.5%,1,6%,-2.7%,2.3%
CCOc1ccccc1OC(C)C(=O)Nc1ccc(S(=O)(=O)N2CCCC2)cc1 (centres undefined),7%,.,.,.,.,-0.3%,.,-1%,.,2.0%
CC(C)(C)NC(=S)Nc1ccc(Nc2ccccc2)cc1,32%,7%,.,.,3%,?,0.9,0%,3.3%,21%
COc1ccc(C(=O)N/C(=C/c2ccc(Cl)cc2)C(=O)NCc2ccncc2)cc1,0%,.,.,.,.,-0.8%,.,2%,.,2.0%
Cc1ccc(S(=O)(=O)NCCCNS(C)(=O)=O)cc1,-4%,0%,-0.45,1201,-4%,0.6%,1,6%,-1.4%,-0.1%
CN(C)c1cc(N)c2ccccc2n1 (tested in a mixture with another compound),6%,0%,0.19,1271,-2%,0.4%,1.1,-17%,-5.6%,0.0%
